Bioassay records deposited in PubChem by National Center for Advancing Translational Sciences (NCATS).
KB-3-1 cytotox = KB-3-1 parental cell cytotoxicity. Potency, µM (top dose mostly 46.1 µM), for inactives: at the highest dose activity change, negative = cytotoxic, usual class: cytotoxic. KB-3-1 viability, CellTiter-Glo ATP luminescence, 72 h. 400,000 compounds, 1.4% hits; note: potency is the fitted concentration of half-maximal effect; % is set by controls: 0 for no effect and ±100 for the full control effect; nearly all actives have a fitted effect of over 60% in size
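Viability of parental KB-3-1 cells, measured by CellTiter-Glo luminescence, followed a 72 h incubation at 37 °C with pinned compounds in phenol-red-free DMEM containing 10% FBS.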
IL1B secr inh = blocks inflammasome-driven IL-1 beta release | AID 743279 | 360,000 compounds, 4.7% hits | THP-1 LPS/ATP IL-1B secretion, AlphaLISA, 16 h; hits give low values | activity change, % at 57.5 µM; in the data active = activity change below about -50%; inconclusive = mostly about -30% to -49%; note: % is set by controls: 0 for no effect and ±100 for the full control effect
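Secreted IL-1B measured by AlphaLISA bead assay after 16 h compound exposure of THP-1 cells; compounds (final up to 57.5 uM) added 1 h before LPS (250 ng/mL) and ATP (1.25 mM) stimulation; lower signal means less secretion.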
HT1080 IDH1KD tx = HT-1080 IDH1 knockdown cell toxicity (counter line) | HT-1080 IDH1 knockdown viability, ATP luminescence, 48 h | 360,000 compounds, 2% hits | Potency, µM (highest dose often 46.1 µM), inactives show top-dose activity, negative = toxicity, most hits filed as cytotoxic | AID 686971;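 note: potency is the fitted concentration of half-maximal effect; 0% = DMSO wells and -100% = cell-free medium wells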
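Assay cells: HT-1080 with IDH1 knockdown, 750 per well, RPMI/5% FBS. Exposure: 48 h at 37 °C following 2 h pre-incubation. Read: CellTiter-Glo luminescence; fitted concentration-response, curve class assigned.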
MCF10A rerep = DNA re-replication induction in MCF 10a cells. Potency, µM (doses to about 46.1 µM), for the others: at the top dose activity, positive = re-replication, usual class: activators. 350,000 compounds, 2.9% hits. MCF 10A DNA re-replication, Hoechst nuclear intensity, 48 h; note: potency is the fitted concentration of half-maximal effect; % of control where 0% means no effect; nearly all actives have a fitted effect of over 50% in size
SW480 rereplic = inducers of DNA re-replication in SW480 colon cancer cells; Potency, µM (titrated, usually from 46.1 µM), inactives show top-dose re-replication activation, usual class: activators; 340,000 compounds, 1.8% hits; SW480 DNA re-replication, Hoechst DNA content imaging, 48 h; note: potency is the fitted concentration of half-maximal effect; % of control where 0% means no effect; nearly all actives have a fitted effect of over 55% in size
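Treated cells incubate 48 hr (37 C, 5% CO2), are stained 40 min with Hoechst, and nuclear fluorescence is enumerated; a rise in nuclei with high DNA signal marks re-replication.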
ATXN2 expr inh = reduces ATXN2 reporter expression in HEK-293 cells; HEK-293 ATXN2-luciferase reporter, luminescence, 24 h; Potency, µM (series often up to 57 µM), inactives show at the highest dose activity change, negative = inhibition, most hits filed as inhibitors; 360,000 compounds, 0.72% hits; AID 1745845; note: potency is the fitted concentration of half-maximal effect; % is set by controls: 0 for no effect and ±100 for the full control effect; nearly all actives have a fitted effect of over 55% in size
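qHTS (up to 57 uM final) was run with 24 h compound exposure of reporter cells at 37 °C. Each well was multiplexed: SteadyGlo luminescence measured ATXN2-luciferase expression after a fluorogenic Gly-Phe-AFC viability readout (25 uM final).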
KB-V1 cytotox = kills drug-selected multidrug resistant KB-V1 cells; KB-V1 MDR cells viability, CellTiter-Glo, 72 h; Potency, µM (titrated, usually from 46.1 µM), for the others: top-dose activity change, negative = cytotoxicity, actives largely listed as cytotoxic; 400,000 compounds, 3.4% hits; AID 1347076; note: potency is the fitted concentration of half-maximal effect; % is set by controls: 0 for no effect and ±100 for the full control effect; nearly all actives have a fitted effect of over 60% in size
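Readout: CellTiter-Glo luminescence, 10 min after addition. Cells: KB-V1 MDR subline, 72 h at 37 degrees C with compound. Analysis: corrected, normalized data fitted to concentration-effect curves.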
HT1080NT lethal = kills 2HG-producing HT-1080-NT fibrosarcoma cells; HT-1080-NT fibrosarcoma viability, CellTiter-Glo ATP luminescence, 48 h; Potency, µM (highest dose often 46.1 µM), for the others: top-dose activity, negative = less viability, most hits filed as cytotoxic; AID 686970; 360,000 compounds, 1.6% hits;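 note: NT is the 2HG producing partner of a matched IDH1 knockdown line; potency is the fitted concentration of half-maximal effect; 0% = DMSO-treated cells and -100% = media-only wells without cells; nearly all actives have a fitted effect of over 55% in size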
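HT-1080-NT fibrosarcoma cells (2HG-overproducing), 750 cells/well in RPMI with 5% FBS, dosed after 2 h and incubated 48 h at 37C. CellTiter-Glo luminescence normalized to DMSO and no-cell wells; concentration-response curves fitted and classed.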
WRN helicase inh = inhibitors of human WRN helicase. Potency, µM (titrated, usually from 114 µM), inactives show at the highest dose activity change, negative = inhibition, usual class: inhibitors. 360,000 compounds, 0.46% hits. WRN helicase unwinding, fluorescent forked duplex, kinetic. Q14191; note: potency is the fitted concentration of half-maximal effect; % is set by controls: 0 for no effect and ±100 for the full control effect; nearly all actives have a fitted effect of over 55% in size
Target sequence (Q14191 whole entry, looked up): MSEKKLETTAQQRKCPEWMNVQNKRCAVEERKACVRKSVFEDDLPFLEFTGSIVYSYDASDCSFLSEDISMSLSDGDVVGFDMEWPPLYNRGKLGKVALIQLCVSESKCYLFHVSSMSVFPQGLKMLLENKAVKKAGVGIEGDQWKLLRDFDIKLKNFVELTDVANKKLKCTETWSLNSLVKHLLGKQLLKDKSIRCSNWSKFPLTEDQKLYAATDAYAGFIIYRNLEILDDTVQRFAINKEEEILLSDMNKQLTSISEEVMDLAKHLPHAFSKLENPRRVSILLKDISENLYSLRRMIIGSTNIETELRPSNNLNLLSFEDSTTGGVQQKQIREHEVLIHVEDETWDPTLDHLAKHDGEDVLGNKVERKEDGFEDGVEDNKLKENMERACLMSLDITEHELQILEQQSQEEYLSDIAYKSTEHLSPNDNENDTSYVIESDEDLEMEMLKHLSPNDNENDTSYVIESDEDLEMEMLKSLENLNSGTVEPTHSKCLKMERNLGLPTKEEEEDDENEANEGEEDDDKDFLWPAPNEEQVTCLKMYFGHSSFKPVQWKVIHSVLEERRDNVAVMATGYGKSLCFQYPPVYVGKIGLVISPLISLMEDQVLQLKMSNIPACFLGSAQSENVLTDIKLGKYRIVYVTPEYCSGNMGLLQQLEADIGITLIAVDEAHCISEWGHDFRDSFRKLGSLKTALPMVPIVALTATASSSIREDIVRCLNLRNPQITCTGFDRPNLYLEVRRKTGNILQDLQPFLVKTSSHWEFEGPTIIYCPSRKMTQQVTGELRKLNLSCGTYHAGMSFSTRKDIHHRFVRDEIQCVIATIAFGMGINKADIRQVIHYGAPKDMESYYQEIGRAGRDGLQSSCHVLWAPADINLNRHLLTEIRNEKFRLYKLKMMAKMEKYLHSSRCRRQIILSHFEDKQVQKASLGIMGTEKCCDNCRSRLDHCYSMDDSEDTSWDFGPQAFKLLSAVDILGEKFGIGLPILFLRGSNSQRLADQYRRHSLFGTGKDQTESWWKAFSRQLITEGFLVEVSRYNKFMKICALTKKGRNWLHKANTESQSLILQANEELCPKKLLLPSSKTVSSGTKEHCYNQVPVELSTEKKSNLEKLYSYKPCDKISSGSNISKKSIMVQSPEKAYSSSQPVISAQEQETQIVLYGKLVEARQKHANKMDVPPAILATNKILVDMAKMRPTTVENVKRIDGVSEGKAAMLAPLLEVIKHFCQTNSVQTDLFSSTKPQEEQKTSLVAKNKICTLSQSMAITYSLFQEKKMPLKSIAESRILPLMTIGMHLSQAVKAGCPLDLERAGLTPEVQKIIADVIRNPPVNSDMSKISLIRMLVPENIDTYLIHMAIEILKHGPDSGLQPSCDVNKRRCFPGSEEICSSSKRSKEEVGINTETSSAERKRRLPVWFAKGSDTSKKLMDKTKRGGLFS
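Kinetic red-fluorescence monitoring (525/598 nm) tracks WRN helicase activity after 100 nM fluorophore-quencher forked duplex and 2 mM ATP are added to 20 nM enzyme pretreated 15 min at room temperature with compound.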
* hit, by the source's call; i = inactive; u = inconclusive; x = no result given; & = joins results of further samples; [ ] = remark or other dose. Unless noted, calls come from the whole dose curve; as a rule, active = well fitted curve in the direction sought with a large enough effect; inconclusive = small, poorly fitted or top-dose-only effect, or another doubt; inactive = no such curve, though single readings can be large; an effect the other way counts as inactive or inconclusive.

| Molecule | KB-3-1 cytotox | IL1B secr inh | HT1080 IDH1KD tx | MCF10A rerep | SW480 rereplic | ATXN2 expr inh | KB-V1 cytotox | HT1080NT lethal | WRN helicase inh |
| --- | --- | --- | --- | --- | --- | --- | --- | --- | --- |
| CC1=C(C(=O)N(C)C)CC(CC(=O)NCc2cccc3ccccc23)C(=O)N1CCC1=CCCCC1 (stereo not drawn) | -1.4% | -19.2 | -0.8% | x | x | -16.9% | -19.3% | 3.0% | -5.9% |
| CC(OC(=O)Cc1c[nH]c2ccccc12)C(=O)Nc1ccccc1F (stereo not drawn) | 1.9% | 7.3 | 18.3% | 9.3% | -1.9% | 8.5% | -13.5% | 2.4% | -4.3% |
| O=C(Cc1csc(NC(=O)Nc2cccc(Cl)c2)n1)NCc1ccccn1 | -21.5% | -6.3 | -11.1% | 4.2% | -0.5% | 6.5% | -22.8% | -0.1% | -6.6% |
| O=C(NCCc1ccc(F)cc1)C1CCN(C(=O)Nc2ccccc2)CC1 | 4.1% | 7.5 | 1.4% | 10.0% | -11.1% | -12.2% | -0.9% | 7.8% | -5.7% |
| Cc1ccc(C(=O)N/C(=C\c2ccco2)C(=O)NCCN2CCOCC2)cc1C | u | i | 0.0% | 1.2% | 4.7% | -2.0% | -13.4% | -14.9% | -24.7% |
| Cn1c(N)c(C(=O)Nc2ccccc2)c(=O)[nH]c1=O | 9.2% | 1.3 | 0.0% | -1.7% | -3.4% | 16.6% | 17.3% | 0.0% | 2.8% |
| COc1ccccc1C1C(C(N)=O)=C(C)Nc2nc(-c3ccccc3Cl)nn21 (stereo not drawn) | -2.1% | 17.2 | 8.4% | 1.0% | 0.0% | 6.7% | 5.8% | 11.5% | -4.7% |
| O=C(N=C1SC2CS(=O)(=O)CC2N1c1cccc(Cl)c1)C1CCCO1 (stereo not drawn) | -5.8% | -1.3 | -3.0% | 1.8% | -4.4% | 0.6% | 4.0% | 14.6% | -4.8% |
| CC(=O)N1CCc2cc(S(=O)(=O)NCCC(=O)NC3CCCc4ccccc43)ccc21 (stereo not drawn) | -3.6% | 0.0 | -11.9% | 22.7% | 1.1% | 6.2% | 0.6% | 0.8% | -3.1% |
| Cc1cc([N+](=O)[O-])nn1CC(=O)Nc1cccc2nonc12 | -4.9% | -8.2 | 0.3% | -4.9% | 1.0% | -5.2% | -0.9% | 4.6% | -24.1% |
| Cc1ccc(S(=O)(=O)N(C)C[C@H]2OCc3cnnn3CCCC(=O)N([C@H](C)CO)C[C@H]2C)cc1 | 20.5% | -8.9 | -4.6% | x | x | 0.9% | -15.4% | -0.6% | -1.2% |
| Cc1cccc(NC(=O)Nc2cc(C)on2)c1 | -0.7% | 10.0 | 4.6% | -0.4% | 0.6% | 18.1% | 4.4% | 16.1% | -2.8% |

Reprinted at random: 2 entries already listed, in no set order.
| Molecule | KB-3-1 cytotox | IL1B secr inh | HT1080 IDH1KD tx | MCF10A rerep | SW480 rereplic | ATXN2 expr inh | KB-V1 cytotox | HT1080NT lethal | WRN helicase inh |
| --- | --- | --- | --- | --- | --- | --- | --- | --- | --- |
| O=C(N=C1SC2CS(=O)(=O)CC2N1c1cccc(Cl)c1)C1CCCO1 (stereo not drawn) | -5.8% | -1.3 | -3.0% | 1.8% | -4.4% | 0.6% | 4.0% | 14.6% | -4.8% |
| O=C(Cc1csc(NC(=O)Nc2cccc(Cl)c2)n1)NCc1ccccn1 | -21.5% | -6.3 | -11.1% | 4.2% | -0.5% | 6.5% | -22.8% | -0.1% | -6.6% |

Next results follow.
| Molecule | KB-3-1 cytotox | IL1B secr inh | HT1080 IDH1KD tx | MCF10A rerep | SW480 rereplic | ATXN2 expr inh | KB-V1 cytotox | HT1080NT lethal | WRN helicase inh |
| --- | --- | --- | --- | --- | --- | --- | --- | --- | --- |
| COc1cccc(NC(=S)Nc2cc(C(=O)O)ccc2N2CC3CC(C2)c2cccc(=O)n2C3)c1 (stereo not drawn) | -1.6% | -9.8 | -3.7% | 0.1% | 2.6% | x | 9.3% | -20.5% | -6.3% |
| Cc1nc2nc[nH]n2c(=O)c1NC(=O)c1c(-c2ccccc2Cl)noc1C | 4.4% | 5.7 | 1.9% | 3.4% | 12.7% | 2.7% | -3.6% | -1.5% | -29.1%[57.1 µM] |
| COc1ccc(CCN2CC(C(=O)NCC3(O)CCCCC3)CCC2=O)cc1 (stereo not drawn) | 10.0% | 0.0 | -0.1% | 3.6% | 0.9% | 3.4% | 14.2% | -1.1% | -23.5% |
| Cc1ccc2nc(-c3cccc(SC4CCCCC4)c3)c(NC3CCCCC3)n2c1 | 4.6%&-16.1% | 10.0&-8.5 | -0.8%&12.7% | 10.7% | 22.0% | -5.0%&-5.9% | -5.6%&-42.5% | -1.1%&5.2% | -19.2%&-3.1% |
| CCC(C(=O)OCC(=O)Nc1ccc(OC)cc1OC)c1ccccc1 (stereo not drawn) | -1.4% | 0.0 | 10.0% | 0.0% | -1.3% | u | -4.7% | 16.5% | -2.7% |
| CC12CCC(c3c(C(=O)O)nn(-c4ccccc4)c31)C2(C)C (stereo not drawn) | -19.6% | -3.6 | 14.5% | -2.7% | 3.7% | -11.5% | 12.8% | -1.3% | -15.9% |
| O=c1c2ccccc2nc2n1CCC2 | 1.1% | -14.2 | 24.8% | 1.2% | -7.9% | 2.2% | -0.7% | 7.9% | 22.4µM* |
| c1cncc(-c2nc3ccccc3[nH]2)c1 | 14.3% | 8.0 | 11.1% | -0.1% | -4.3% | 15.5% | -1.4% | 15.6% | 13.3% |
| COC(=O)[C@@H](Cc1c[nH]c2ccccc12)NC(=O)c1cc(=O)[nH]c2ccccc12 | 2.2% | -98.9* | 6.9% | -6.5% | -3.7% | -19.5% | 18.4% | 3.7% | 5.5% |
| COc1ccc2nc3ccccc3nc2c1N | -4.5% | -62.9* | u | u | 13.2% | -18.2% | u | -24.3% | -30.1% |
| Cc1ccc2nc(-c3cccc(Br)c3)c(Cc3ccccc3)n2c1 | -4.9% | -0.6 | -22.7% | x | x | 1.3% | u | u | -16.4% |
| CCOC(=O)Cn1cc(C(=O)C(=O)N2CCOCC2)c2ccccc21 | -17.6% | 0.0 | 5.8% | -11.4% | -13.0% | 5.6% | -4.5% | 10.7% | -2.6% |

| Molecule | KB-3-1 cytotox | IL1B secr inh | HT1080 IDH1KD tx | MCF10A rerep | SW480 rereplic | ATXN2 expr inh | KB-V1 cytotox | HT1080NT lethal | WRN helicase inh |
| --- | --- | --- | --- | --- | --- | --- | --- | --- | --- |
| CCC(=O)Nc1cc(C(=O)OCC(=O)c2ccccc2Cl)ccc1C | -2.0% | -3.6 | -3.8% | -1.5% | -20.1% | x | 3.2% | 1.0% | 2.9% |
| O=C(NC(=S)Nc1ccccn1)c1ccccc1 | 1.8% | 7.5 | 1.2% | -2.1% | -4.7% | x | -0.3% | -0.4% | -2.6% |
| CCOC(=O)Nc1cc(C)c(Cl)cc1OC | -1.9% | 17.0 | 2.4% | -5.5% | -7.7% | -5.6% | u | -0.2% | 1.1% |
| CC(C)COc1cccc(C(=O)Nc2ccc(N3CCOCC3)cc2N2CCOCC2)c1 | -0.2% | -26.7 | 5.9% | u | 15.3% | -7.5% | -18.4% | 10.0% | -11.0% |
| O=C(NCC1CC1)C1(C(F)(F)F)C/C(=C\Cc2ccccc2)CCCO1 (stereo not drawn) | 2.2% | 14.8 | 9.0% | 3.0% | 1.2% | 1.7% | -3.3% | 10.4% | -0.3% |
| Cn1c(CSc2nc3ccc(Br)cc3[nH]2)nc2ccccc21 | -9.3% | -3.4 | u | -10.5% | -4.0% | -11.6% | 0.0% | u | -15.8% |
| Cc1onc(-c2ccccc2)c1-c1ccc(S(N)(=O)=O)cc1 | 0.0% | -17.3 | -22.0% | 27.8%&-1.3% | -14.3%&1.9% | -11.5%&-4.4% | u | 7.0% | 9.7% |
| COC(=O)CSc1nc(N)c(C#N)c(-c2ccc(O)cc2)c1C#N | u | -70.0* | 6.2% | 4.0% | -0.7% | 2.2% | -2.7% | -1.8% | -7.2% |
| Cc1ccsc1C(=O)N1CCN(S(=O)(=O)c2cccc(F)c2)CC1 | 2.7% | -5.1 | 2.9% | -17.3% | -33.4%[inhibitor] | -5.0% | -13.4% | -1.1% | -7.5% |
| O=S(=O)(c1ccc(N2CCCC2)cc1)C(F)(F)F | -1.9% | -17.9 | -22.1% | 2.3% | -4.4% | 4.9% | -24.0% | u | -5.5% |
| COc1ccc(NC(=O)c2ccc(-c3c(C)noc3C)c3ccoc23)cn1 | 0.0% | 3.6 | 0.9% | x | x | 23.6% | -21.3% | u | -0.4% |

Records above marked active in IL1B secr inh:
Compound,IL1B secr inh,SW480 rereplic,WRN helicase inh
COC(=O)[C@@H](Cc1c[nH]c2ccccc12)NC(=O)c1cc(=O)[nH]c2ccccc12,-98.9*,-3.7%,5.5%
COc1ccc2nc3ccccc3nc2c1N,-62.9*,13.2%,-30.1%
COC(=O)CSc1nc(N)c(C#N)c(-c2ccc(O)cc2)c1C#N,-70.0*,-0.7%,-7.2%

Compound profiles, as listed above. Screens in order: KB-3-1 cytotox, IL1B secr inh, HT1080 IDH1KD tx, MCF10A rerep, SW480 rereplic, ATXN2 expr inh, KB-V1 cytotox, HT1080NT lethal, WRN helicase inh
COC(=O)CSc1nc(N)c(C#N)c(-c2ccc(O)cc2)c1C#N is listed with u, -70.0*, 6.2%, 4.0%, -0.7%, 2.2%, -2.7%, -1.8%, -7.2%
COc1ccc(NC(=O)c2ccc(-c3c(C)noc3C)c3ccoc23)cn1 is listed with 0.0%, 3.6, 0.9%, x, x, 23.6%, -21.3%, u, -0.4%
